Source: PubChem
S1P3 antag: S1P3 receptor antagonists, primary screen, cell-based; CHO S1P3 NFAT-BLA reporter, FRET fluorescence, antagonist mode; inhibition, % at 4.98 µM; 170,000 compounds, 0.27% hits; AID 485, 2006;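 active means inhibition above the plate cutoff, the mean inhibition of test wells on that plate plus 3 SD, cut at about 28% in these data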;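 further: cells challenged with S1P at its EC80 of 0.8 µM; blue over green emission ratio from cleaved BLA substrate after 4 h stimulation; 0% = S1P-stimulated wells and 100% = unstimulated DMSO-only wells; some compounds past the cut are filed as inactive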
TLR4-MyD88 BLA: inhibitors of TLR4-MyD88 association in cells, primary screen, cell-based, HeLa CL3-4, BLA complementation, FRET ratio; Toll-like receptor 4 (Homo sapiens) + Myeloid differentiation primary response protein …; HeLa CL3-4 TLR4/MyD88 BLA complementation; inhibition, % at 8.4 µM; 200,000 compounds, 0.18% hits; in the data active means inhibition above about 25%;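 further: 0% = vehicle and 100% = reference inhibitor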
Target sequence (O00206 whole entry, looked up): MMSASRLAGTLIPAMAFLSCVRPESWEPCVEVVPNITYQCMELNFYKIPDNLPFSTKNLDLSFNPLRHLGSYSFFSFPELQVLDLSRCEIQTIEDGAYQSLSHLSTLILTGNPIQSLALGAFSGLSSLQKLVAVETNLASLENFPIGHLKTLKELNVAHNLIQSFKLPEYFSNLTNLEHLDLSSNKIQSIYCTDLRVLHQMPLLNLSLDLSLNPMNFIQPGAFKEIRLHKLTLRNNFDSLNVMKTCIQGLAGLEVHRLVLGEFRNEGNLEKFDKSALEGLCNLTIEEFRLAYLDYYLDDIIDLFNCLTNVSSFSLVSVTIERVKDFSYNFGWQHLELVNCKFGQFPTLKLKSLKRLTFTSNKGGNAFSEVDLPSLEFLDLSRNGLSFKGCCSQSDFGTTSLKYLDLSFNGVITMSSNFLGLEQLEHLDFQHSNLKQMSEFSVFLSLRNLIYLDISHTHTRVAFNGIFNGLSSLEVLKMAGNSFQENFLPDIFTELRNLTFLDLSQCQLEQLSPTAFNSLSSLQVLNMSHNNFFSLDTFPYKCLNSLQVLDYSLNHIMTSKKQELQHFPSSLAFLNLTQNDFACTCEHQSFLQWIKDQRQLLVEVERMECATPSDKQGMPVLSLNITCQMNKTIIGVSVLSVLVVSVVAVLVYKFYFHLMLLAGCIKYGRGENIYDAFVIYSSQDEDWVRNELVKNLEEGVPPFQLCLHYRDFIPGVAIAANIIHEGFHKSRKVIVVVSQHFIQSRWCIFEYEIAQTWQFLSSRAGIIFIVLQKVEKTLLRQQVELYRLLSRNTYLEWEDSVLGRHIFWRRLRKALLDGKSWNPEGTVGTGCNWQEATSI
Target sequence (Q99836 whole entry, looked up): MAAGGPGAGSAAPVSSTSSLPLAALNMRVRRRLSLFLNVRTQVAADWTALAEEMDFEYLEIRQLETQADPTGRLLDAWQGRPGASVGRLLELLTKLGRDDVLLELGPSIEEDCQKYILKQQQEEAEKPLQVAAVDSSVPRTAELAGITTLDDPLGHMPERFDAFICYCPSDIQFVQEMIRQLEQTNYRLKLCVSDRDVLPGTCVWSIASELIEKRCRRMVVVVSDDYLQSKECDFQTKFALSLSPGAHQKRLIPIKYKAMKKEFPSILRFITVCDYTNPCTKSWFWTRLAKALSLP
STAT3 blocker: IL-6 driven STAT3 reporter inhibitors, primary screen, U3A cells, luciferase, luminescence, MLSCN library | IL-6 STAT3-luciferase reporter; host cell line lacks STAT1 | inhibition, % at 5.5 µM | 190,000 compounds, 0.89% hits;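 active means inhibition above the mean inhibition across all screened compounds plus 3 SD, cut at about 44% in these data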;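 further: 0% = DMSO only wells and 100% = 100 µM nifuroxazide control wells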
PPARg SRC-2 ag: agonists of PPARg-SRC-2 recruitment, primary screen, biochemical, HTS; PPARgamma LBD-SRC-2 recruitment; activation, % at 8 µM; 200,000 compounds, 0.34% hits; in the data active means activation above about 22%;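 further: 0% = vehicle and 100% = reference agonist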
STAT1 inh: STAT1 signaling inhibitors, primary screen, cell-based, HTS, luciferase reporter; inhibition, % at 5.5 µM; NIH 3T3 STAT1-luciferase reporter, IFN-gamma, luminescence; 200,000 compounds, 0.35% hits; AID 920, 2007;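 active means inhibition above a set limit, the mean inhibition across all tested compounds plus 3 SD, cut at about 34% in these data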;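 further: 0% = IFN-gamma with DMSO and 100% = IFN-gamma with 300 µM nifuroxazide; values of inactives mirror those of a sister screen read the other way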
PPARg SRC1 recr: PPARgamma agonists recruiting SRC-1 coactivator, primary screen, biochemical; Peroxisome proliferator-activated receptor gamma (Homo sapiens), P37231; PPARgamma-SRC-1 coactivator recruitment biochemical assay; activation, % at 8 µM; 200,000 compounds, 0.41% hits; AID 631, 2007; in the data active means activation above about 19%;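 further: 0% = DMSO and 100% = reference agonist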
RAM inhibit: inhibitors of the yeast RAM network, primary screen, dse1pr::URA3 reporter, 5-FOA selection. S. cerevisiae dse1pr::URA3 reporter, 5-FOA growth OD615, 2 d; analog-sensitive cbk1-as2 kinase mutant strain. inhibition, % at 50 µM. 190,000 compounds, 1.8% hits. AID 868, 2007;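 active means inhibition above a set limit, 3 SD over mean compound inhibition, cut at about 8.4% in these data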;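 further: 0% = DMSO-only wells with no growth and 100% = 10 µM 1-NA-PP1 full growth; inhibition rescues growth on 5-FOA so higher OD means more RAM inhibition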
SRC2 TRFRET art: TR-FRET signal artefacts, primary screen, artefact control for PPARgamma SRC-2 agonist project, biochemical | TR-FRET artefact counter-screen; active compounds read high | TR-FRET ratio at 8 µM | 200,000 compounds, 0.4% hits; in the data active means TR-FRET ratio above about 2000; further: inactives centre near 1500
ROMK primary: ROMK potassium channel modulators, primary screen, cell-based, thallium flux, MLSMR library; Tet-inducible ROMK, thallium flux fluorescence; actives lie on both sides; B-score at 10 µM; 130,000 compounds, 2% hits;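 active means signal ratio slope over the read window, or its plate-corrected B-score, at least 3 SD from the plate mean, either direction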;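 further: B-score of the F/F0 ratio slope over 7 to 12 s after thallium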
STAT3 activator: IL-6 driven STAT3 reporter potentiators, primary screen, U3A cells, luciferase, luminescence, MLSCN library; IL-6 STAT3-luciferase reporter; 100% = signal with IL-6 EC80 alone; activation (% of control), % at 5.6 µM; 190,000 compounds, 0.91% hits; AID 871, 2007;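 active means activation above the screen-wide mean of compound activation plus 3 SD, cut at about 130% in these data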;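 further: 0% = background luminescence of wells with medium and substrate only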
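Test system: STAT3-luciferase reporter U3A cells; Detection: reporter luminescence signal; Times: 1 h compound pre-exposure, 6 h IL-6 stimulation, 37 °C; Benchmarks: IL-6-only high control; Also added: IL-6 stimulus at 33 ng/mL final.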
PPARg SRC3 recr: PPARgamma agonists recruiting SRC-3 coactivator, primary screen, biochemical | Peroxisome proliferator-activated receptor gamma (Homo sapiens), P37231 | biochemical PPARgamma/SRC-3 coactivator recruitment assay | activation, % at 8 µM | 200,000 compounds, 0.26% hits; in the data active means activation above about 23%;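 further: 0% = DMSO and 100% = reference agonist; some compounds past the cut are filed as inactive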
* = called active by the depositor; x = not tested or not shown.

SMILES	S1P3 antag	TLR4-MyD88 BLA	STAT3 blocker	PPARg SRC-2 ag	STAT1 inh	PPARg SRC1 recr	RAM inhibit	SRC2 TRFRET art	ROMK primary	STAT3 activator	PPARg SRC3 recr
CC(=O)N1CCN(c2ccc([N+](=O)[O-])c(NCC3CCCO3)c2)CC1 (stereo not drawn)	x	2	0	1	1	4	1.1	1611	-0.0026	105	0
c1csc(CN2CCOCC2)c1	x	-5	-4	2	3	-2	0.5	1520	0.66	107	0
CC(=O)c1sc(NC(=O)COc2ccccc2)nc1C	-13	3	23	9	-27	20	3.5	1822	0.038	86	15
CCOC(=O)N1CCC(NC(=O)c2cc(C(=O)NC3CCCC3)ccc2CO)CC1	-28	-4	9	10	1	-4	0.7	1295	x	97	5
O=C(CNCc1ccc(Cl)cc1)Nc1ccc2c(c1)OCCO2	-2	-14	11	5	-11	4	0.8	1716	-1.5	96	2
COc1cc(NC(=O)C2=C(N3CCOCC3)/C(=C/c3ccc(Cl)cc3)CC2)cc(OC)c1OC	-6	1	0	7	0	3	2.4	1593	x	103	-1
Cc1cccc(Oc2ccc(NC(=O)C3CC=CCC3C(=O)O)cc2)c1 (stereo not drawn)	-7	-2	2	0	-8	-3	3.4	1322	0.16	105	1
Cc1ccc(C)c(NC(=O)CN(C)S(=O)(=O)c2ccccc2)c1	-6	-15	-2	13	4	-1	1.8	1573	1.8	104	15
CCn1cc(Cl)c(C(=O)NNC(=O)CCn2cc([N+](=O)[O-])cn2)n1	-4	-1	-2	-10	-5	0	3.4	1471	x	104	-1
COc1cccc(-c2nn(-c3ccccc3)cc2CN(C)Cc2c(C)nc3ccccn23)c1	-6	11	-2	-6	0	-3	-0.9	1565	-0.008	107	-6
N/C(=N\OC(=O)c1ccco1)c1ccccn1	-7	20	7	2	-20	-4	1.2	1656	1.7	97	9
CCc1ccccc1NC(=O)CSc1nc(-c2ccccc2)nn1C(=O)c1cccc([N+](=O)[O-])c1	x	-7	4	-6	4	-4	-0.9	1449	-3	102	1
Cc1ccc(NC(=O)CCSc2nnc(-c3ccco3)o2)cc1	-65	3	8	6	-2	3	0.5	1684	x	97	7
CCCNC(=O)COc1ccc(S(=O)(=O)Nc2ccc(C)cc2)cc1	x	-2	3	-3	20	0	-0.1	1608	-0.42	95	-1
Cc1oc2ncnc(N)c2c1C	-9	8	7	1	6	10	0.3	1591	x	98	-8
COc1ccc(C2(CCN)CC(C)N(C)CC2C)cc1 (stereo not drawn)	-13	3	-1	3	2	12	1.7	1548	x	105	-3
COCCNC(=O)C(c1ccccc1)N(C(=O)Cn1nnc2ccccc21)c1cccnc1 (stereo not drawn)	-15	8	2	6	12	4	1.4	1412	x	103	7
CN1CCN(C(=O)/C(=C/c2ccc(F)cc2)c2ccsc2)CC1	-12	-10	2	-2	-8	-6	1.3	1536	-0.086	105	0
CCOc1ccc(N2CC(C(=O)Nc3ccccc3N3CCOCC3)CC2=O)cc1 (stereo not drawn)	x	16	1	5	-1	5	-0.9	1634	0.69	100	7
CC(C)C(c1nnnn1Cc1ccc(F)cc1)N1CCN(c2ccc(O)cc2)CC1 (stereo not drawn)	-9	-2	5	4	1	7	0.7	1494	0.14	103	1
Fc1ccc2c(Cl)c(-c3nnc(-c4cccs4)o3)sc2c1	-4	2	-5	1	-19	2	2.7	1420	x	110	-5
CS(=O)(=O)N(CC(=O)NCCSc1ccccc1)c1ccc2c(c1)OCO2	-22	-12	5	5	1	4	1.9	1442	x	100	0
O=C(NCCc1ccc(F)cc1)Nc1ccc2c(c1)OCO2	-3	-18	6	1	-38	12	0.3	1863	-0.039	106	5
O=C(C1CCC(CNc2c(N3CCCCC3)c(=O)c2=O)CC1)N1CCc2ccccc2C1 (stereo not drawn)	-18	-9	4	7	5	3	1.1	1876	x	97	4
O=C(NC12CC3CC(CC(C3)C1)C2)N(Cc1ccccc1)Cc1ccncc1	-5	5	-8	-2	1	-2	-0.4	1316	0.84	112	-1
CCOC(=O)/C(C#N)=C/c1cn(CCC(=O)O)nc1-c1ccc(Cl)cc1	0	3	-22	-5	-1	8	2.8	1316	x	113	-9
Cc1cc2c(cc1C)CSC(c1ccc3ccccc3c1O)SC2	x	7	-61	-5	-2	1	4.2	1468	0.15	152*	-3
Cc1ccc(S(=O)(=O)Oc2ccccc2/C=N/NC(=O)c2c(Cl)cnn2C)cc1	x	-4	-5	6	2	3	-1.4	1416	-1.5	106	0
CCOC(=O)C1CCN(S(=O)(=O)c2ccc(OC)c(Cl)c2)CC1	-9	-6	3	-12	2	0	2.7	1500	0.2	105	1
O=C(Nc1ccc(N2CCOCC2)cc1)c1cc2ccccc2o1	-12	-1	19	1	-73	1	2.1	1729	-0.23	87	-3
Cc1cc(=O)n2nc(N3CCCC3C(=O)NCc3ccccn3)sc2n1 (stereo not drawn)	-1	-2	7	-1	6	4	1.4	1565	x	98	1
O=C(COC(=O)c1nc(-c2ccccc2)n(-c2cccc(C(F)(F)F)c2)n1)NCc1cccs1	-16	-20	5	5	-2	9	2.5	1462	x	97	4
COC(=O)c1ccc(N2C(=O)CC(NCc3ccccc3)C2=O)cc1 (stereo not drawn)	-8	-4	-6	6	-5	0	2.0	1449	x	108	-4
COC(=O)c1c(SCC(=O)Nc2ccc(C)cc2)nc(=O)[nH]c1C	-8	-14	4	5	-1	11	0.8	1644	x	99	0
COC(=O)Nc1c(C)nn(Cc2ccccc2C)c1C	-8	2	6	6	-5	0	1.4	1539	0.52	97	13
Cc1cc(=O)[nH]c(N2CCOCC2)n1	2	3	6	1	-4	7	-0.8	1627	0.99	99	-2
Cc1csc(NC(=O)c2ccoc2C)n1	8	16	-12	4	-23	-6	0.9	1494	x	114	-7
CCCc1n[nH]c2c1/C(=N/O)CC(c1ccccc1)C2 (stereo not drawn)	-7	-7	45*	0	4	0	6.0	1533	0.064	64	-2
CSCCC(NC(=O)c1ccc(Cl)cc1)C(=O)OCC(=O)Nc1cc(Cl)ccc1C#N (stereo not drawn)	-9	5	-42	0	10	-9	8.7*	1454	0.97	132	-3
COc1ccc(N2CCN(C(=O)c3ccc4c(c3)[nH]c(=S)n3c5ccccc5nc43)CC2)cc1	-13	-3	10	6	-3	9	4.5	1668	-0.12	93	5
CC1CCN(C(C(=O)O)c2ccccc2)CC1 (stereo not drawn)	2	-5	3	0	-3	1	0.3	1372	x	102	1
O=C(c1ccc2c(c1)OCO2)C1CCCN(C(=O)C2CCOCC2)C1 (stereo not drawn)	-16	0	-5	-7	0	1	0.5	1442	1.9	116	-5
O=C(Nn1cnnc1)C(Sc1ccccc1)c1ccccc1 (stereo not drawn)	-13	9	19	8	3	4	0.4	1611	0.22	90	5
Cn1cc(-c2nnnn2-c2cccc(C(F)(F)F)c2)c(C(F)(F)F)n1	x	2	13	6	5	10	-0.8	1679	x	94	8
CC(C)COc1ccc(C2NC(=O)NC2=O)cc1 (stereo not drawn)	x	0	8	7	-1	4	0.4	1540	x	97	2
CN(C)/C=C/C(=O)c1ccc(F)cc1	x	-3	18	9	-1	-1	-0.1	1684	x	90	5
COc1ccccc1C(=O)C1CCCN(C(=O)CCC(=O)c2ccccc2)C1 (stereo not drawn)	-18	-2	10	-1	14	5	1.5	1617	0.57	102	4
CN(C1CCS(=O)(=O)C1)S(=O)(=O)c1ccc(C2CCCCC2)cc1 (stereo not drawn)	23	-11	13	-6	4	-6	1.3	1507	x	92	-2
CC(Oc1ccc(-c2nccc(-c3ccccn3)n2)cc1)C(=O)NN (stereo not drawn)	x	7	12	8	-11	-2	2.1	1518	-0.39	96	-3
CCOc1ccc(N(CC(=O)NCc2ccccc2OC)S(C)(=O)=O)cc1	-11	-8	-14	9	-16	1	0.6	1703	1.4	117	11
Cc1nc2ccccc2c(=O)n1/N=C/c1cccnc1	x	-8	7	-4	0	-5	0.3	1295	0.097	100	5
COc1ccccc1N(C)S(=O)(=O)c1ccc(C(=O)Nc2ccc3nc(C)sc3c2)cc1	12	-8	6	-6	4	4	6.7	1515	-1.3	93	2
CC12CC(NC(=O)N1c1ccc(C(=O)N3CCN(c4ccccn4)CC3)cc1)c1ccccc1O2 (stereo not drawn)	4	-11	8	-5	-2	-15	1.8	1470	x	101	-17
CCOc1ccc(/C=N/NC2=NCCCCC2)cc1	-10	13	-5	5	-12	0	2.5	1553	0.51	108	5
COC(=O)CC1=NN(c2ccccc2)C(=O)C1	-7	2	4	-1	-3	2	1.1	1522	1	98	7
Clc1nccnc1-c1ccccc1	6	-15	-4	-6	-3	-3	1.6	1313	x	106	-6
CC(=O)Oc1cc2c(C(=O)NCCN3CCOCC3)c(C)oc2c2ccccc12	-13	-4	0	5	2	8	0.3	1480	-1.5	100	5
COC(=O)c1ccccc1NC(=O)C(C)Oc1ccccc1 (stereo not drawn)	15	-6	7	5	5	-2	0.7	1605	x	98	1
CCCOC(=O)CC1C(=O)NCCN1Cc1ccc(F)cc1 (stereo not drawn)	-38	8	7	8	-6	7	-0.3	1738	x	98	-2
N#CC1=C(N)Oc2n[nH]c(-c3cccs3)c2C1c1ccoc1 (stereo not drawn)	2	-6	7	5	8	8	1.6	1542	x	95	17
CC(C)(C)Cn1c(=O)[nH]c(=O)c2cc([N+](=O)[O-])cnc21	-2	4	5	9	11	4	3.0	1696	-0.0027	94	6
CCc1ccc(-c2nc(CSCC(=O)N3CCN(c4ccccn4)CC3)c(C)o2)cc1	7	6	28	12	6	15	0.3	1577	-2.6	77	6

Three of these compounds in a different format.
SMILES,S1P3 antag,TLR4-MyD88 BLA,STAT3 blocker,PPARg SRC-2 ag,STAT1 inh,PPARg SRC1 recr,RAM inhibit,SRC2 TRFRET art,ROMK primary,STAT3 activator,PPARg SRC3 recr
Cn1cc(-c2nnnn2-c2cccc(C(F)(F)F)c2)c(C(F)(F)F)n1,x,2,13,6,5,10,-0.8,1679,x,94,8
CC(C)COc1ccc(C2NC(=O)NC2=O)cc1 (stereo not drawn),x,0,8,7,-1,4,0.4,1540,x,97,2
CN(C)/C=C/C(=O)c1ccc(F)cc1,x,-3,18,9,-1,-1,-0.1,1684,x,90,5
